# Bioassay records deposited in PubChem by National Center for Advancing Translational Sciences (NCATS).
# KDM5B inhibitor: KDM5B demethylase inhibition | KDM5B demethylase, FDH-coupled NADH fluorescence (FDH is formaldehyde dehydrogenase) | Q9UGL1 | 2.6% of 220,000 active | Potency, µM (doses to about 57.7 µM), for the others: at the top dose activity change, negative = inhibition, most hits filed as inhibitors; active = well fitted inhibition curve with a large enough effect; inconclusive = small, poorly fitted or top-dose-only effect; inactive = no such curve, though single readings can be large or run the other way; also: 0% is about no effect; nearly all actives have a fitted effect of over 70% in size
#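 Coupled FDH/NAD⁺ fluorescence readout. KDM5BΔAP 200 nM final; compound titration, 10 min RT preincubation; substrate mix 12.5 µM H3K4me3, 25 µM 2-OG, 50 µM Fe(II), 100 µM ascorbate, 0.25 mM NAD⁺, 0.25 U/mL FDH; ΔRFU over 30 min.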
# Starred values were filed as active, the others as inactive; ? = inconclusive; [ ] = dose if it differs, or a comment. Potency is read from the fitted curve at half-maximal effect. These rows are one share of the data, so the mix of outcomes need not match the whole.
SMILES,KDM5B inhibitor
CNC(CC(=O)O)C(=O)O (stereo unspecified),8%
CC(C)C(=O)N1CCN(c2nc3c(s2)CC(C(=O)NC2CCN(C)CC2)CC3)CC1 (stereo unspecified),-9%
O=C(Cn1cc(C(=O)c2ccco2)c2ccccc21)Nc1ccccc1Cl,3%
CC(C)c1ccc(NC(=O)CN2C(=O)NC3(CCCC3)C2=O)cc1,1%
COc1ccc(/C(C)=N\O)cc1OC,11%
Cc1ccc(NC(=O)Cn2cc(C(=O)C3CCCCC3)c3ccccc32)c(C)c1,8%
CCc1nn2c(=O)cc(COC(=O)c3ccco3)nc2s1,?
O=C(NC[C@H]1O[C@@H](CO)[C@@H](O)[C@H]1N1CCOCC1)c1cccs1,-18%[86.2 µM]
COc1ccc(Nc2cc(C)c3cc(NC(=O)COc4cccc(C)c4)ccc3n2)cc1,168%[activator]
CCN(CC)S(=O)(=O)c1ccc(Oc2ccc3c(C)cc(=O)oc3c2)c([N+](=O)[O-])c1,-33%
Clc1cc(Cl)c(N/N=C/C(Br)=C/c2ccccc2)c(Cl)c1,?
CCc1ccc(CNC(=O)c2cc3cn(C4CCCC4)cc3s2)cc1,?
O=C(C1CC1)N1CCN(C2CCN(Cc3ccccn3)C2=O)CC1 (stereo unspecified),-6%
CCOc1ccc(-c2cc(C(=O)NCCc3ccccc3)c3c(-c4ccc(C)cc4)[nH]nc3n2)cc1,?
Cc1nc(NC(=O)c2csc3ccccc23)sc1C(=O)N(C)C,-9%
Clc1ccc(C2Cn3nnc(-c4noc(C5(c6ccccc6)CC5)n4)c3CO2)cc1 (stereo unspecified),-8%
NC(=O)c1ccc(NC(=O)COC(=O)c2ccc3c(c2)OCCO3)cc1,1%
C[N+](C)(C)CCCN(Cc1ccc2c(c1)OCO2)C(=O)NC1CCCCC1,-22%
Cc1nn(C(=O)CCCC(=O)N2CCC(CCOc3ccc(F)cc3)C2)c2ccccc12 (stereo unspecified),-5%
CCCCNC(=O)N1CCC2(CC1)C(=O)N(CC(=O)NCC1CCCO1)CN2c1ccccc1 (stereo unspecified),-31%
CCOC(=O)C1CCN(c2c(C(=O)c3ccc(OC)cc3)cnc3ccccc23)CC1,-24%
CN1Cc2ccc(NCc3ccccc3)nc2C(C)(C(=O)NCCCn2ccnc2)C1 (stereo unspecified),?
CC1=C[C@@H](CNC(=O)NC2CCCCC2)[C@H](C(C)C)C[C@H]1CC(=O)O,?
Cc1c(C(=O)Nc2cccc(Cl)c2)oc2ccc(S(=O)(=O)N3CCOCC3)cc12,-14%
CS(=O)(=O)NC[C@H]1O[C@@H](CO)[C@@H](O)[C@H]1N1CCc2ccccc2C1,?
Cc1ccc(C2CC3CC2C(C(=O)O)C3C(=O)O)cc1C (stereo unspecified),18%
O=C(Cc1cccc(F)c1)N1CCC2(CC1)N=C(c1ccc(Cl)cc1)NO2,?
O=C1CC(c2ccc3c(c2)OCO3)c2sc(C(=O)O)c(-c3ccc(F)cc3)c2N1 (stereo unspecified),15%
CCS(=O)(=O)N1CCC(c2ncc(C)n2C(C)C)C1 (stereo unspecified),12%
O=C(Cn1c2c(c(=O)n1Cc1ccccc1)CCN(Cc1ccccc1)C2)NCc1ccc2c(c1)OCO2,-18%
CC(=O)Nc1ccc(CN2CCC(N3CCNC3=O)CC2)cc1,18%[149 µM]
COc1cc(C(=O)N2CCN(CCc3ccccn3)CC2)cc(OC)c1OC,-17%
CN(C)CCCn1c(COc2ccc3cc(Br)ccc3c2)n[nH]c1=S,-6%
Cn1ccc(NCc2nc3c(n2Cc2ccccc2)C(=O)N(Cc2cccc(Cl)c2)CCN3)n1,-21%
c1ccc(CCCc2noc(-c3ccc(N4CCCNCC4)nc3)n2)cc1,?
COCc1cc(C)n(CC(=O)Nc2ccc(NC(C)=O)cc2)c(=O)c1C#N,-2%
COC(=O)C(C)NC(=O)C12CC3(C)CC(C)(CC(C)(C3)C1)C2 (stereo unspecified),-9%
CC(C)C(NS(=O)(=O)c1ccccc1)C(=O)N1CCN(C(=O)c2ccco2)CC1 (stereo unspecified),29%
CC(=O)Nc1ccc(C(=O)N2C3CCC2CN(Cc2cccnc2)C3)cc1,18%[115 µM]
CCc1cccc(NC(=O)N2CC(c3nnc(-c4ccncc4)o3)C3(CCOCC3)C2)c1 (stereo unspecified),-23%
CCOc1ccccc1NC(=O)CCc1c(C)nn(-c2ccc(N3CCOCC3)nn2)c1C,?
CC(C)(C)c1nc(C(=O)N2CCN(c3ncccn3)CC2)n2ccccc12,79µM*
NC(=O)[C@H](Cc1ccccc1)N1CC[C@H]2CN(C(=O)c3ccccc3)CC[C@H]2CC1=O,28%[86.2 µM]
O=C(C1CC1)N1N=C(c2ccc(Cl)cc2)CC1(O)C(F)(F)F (stereo unspecified),15%
COc1ccc(/C(C)=N/NC(=O)c2cc(C)[nH]n2)c(OC)c1,-3%
CCOC(=O)c1ccccc1NC(=O)N1CCN(Cc2cc(=O)n3nc(-c4ccccc4)sc3n2)CC1,9%
CSc1ccc(C(C)NC(=O)c2ccccc2F)cc1 (stereo unspecified),16%
CCOc1ccc(NC(=O)c2ccc3c(c2)N(CC)C2CCCCN2C3=O)cc1 (stereo unspecified),?
CC(C)c1ccccc1OCC(=O)NC1CCc2ccccc21 (stereo unspecified),14%
COc1cccc2cc(S(=O)(=O)N3CCCCC3)c(=O)oc12,18%
Cc1ccccc1C(=O)N[C@@H]1CN(S(C)(=O)=O)C[C@H]1CN(C)C,8%
CNC(=O)N1CCC(C2CCN(Cc3ccc(Br)o3)C2)CC1 (stereo unspecified),10%
O=C(COc1ccc(Cl)cc1Cl)c1ccc2ccccc2c1,-1%
CCOC(=O)c1noc2ncn(CC(=O)Nc3cccc(Cl)c3)c(=O)c12,?
O=S(=O)(Nc1cccc2c1CCCC2)c1ccccc1Cl,-20%
COc1ccc(-c2cc(N3CCCC(NC(=O)c4ccc(C#N)cc4)C3)n[nH]2)cc1 (stereo unspecified),?
Cc1cc(NC(=O)Cn2c(=O)c3c(ncn3CCC(C)C)n(Cc3ccccc3)c2=O)no1,3%
O=C(NCCc1csc(-c2cccc(F)c2)n1)c1cccs1,?
COc1cccc(NC(=O)[C@H](C)n2c(=O)[nH]c3ccccc3c2=O)c1,-15%
Cc1cc2oc(C(=O)N(Cc3ccc(N(C)C)cc3)CC3CCCO3)c(C)c2cc1Cl (stereo unspecified),-7%
# (cont.)
SMILES,KDM5B inhibitor
CCn1nccc1C(=O)N1CC2CC(C1)[C@H]1CCCC(=O)N1C2 (stereo partly specified),-15%
NC(=O)[C@@H]1CN(C(=O)CCn2cccn2)C[C@H]1COc1ccccc1,-2%
Cc1ccc(C2Cn3nnc(-c4nc(-c5ccccc5C)no4)c3CO2)c(C)c1 (stereo unspecified),-3%
CCOC(=O)c1sc2cccc(F)c2c1COC(=O)c1ccoc1C,6%
COCCCNC(=S)N/N=C/c1cccc(OC)c1O,?
O=c1n(CC2CC2)c2cccnc2n1[C@H]1CCCN(S(=O)(=O)c2cccnc2)C1,9%
Cc1cc(=O)n(CC(=O)Nc2cccc(F)c2)c(N2CCc3ccccc3C2)n1,?
O=C(c1ccccn1)N1CCC2(CC1)C(=O)Nc1ccccc12,-1%[149 µM]
COc1ccc(C(=O)Nc2ccccc2SCc2cc(=O)c3cccc(C)c3[nH]2)cc1,4%
O=C(c1nccc2ccccc12)N1CCC(N2C(=O)C(OCC3CC3)C23CCCCC3)CC1 (stereo unspecified),1%
O=C(NNC(=S)Nc1ccccc1)c1ccc(-c2ccccc2)cc1,13%
O=S(=O)(Cc1ccccc1)NCc1cccc(CNS(=O)(=O)Cc2ccccc2)c1,16%
CC(NC(=O)CCC(=O)Nc1ccccc1O)c1ccccc1 (stereo unspecified),0%
CCS(=O)(=O)N1C[C@@H](Oc2cccnc2)C[C@H]1C(=O)N1CCOCC1,16%
CCCS(=O)(=O)N1CCCC1c1noc(COc2ccc(C)cc2)n1 (stereo unspecified),-7%
CC(=O)N1CCC(C2CCN(Cc3ccc(C)cn3)C2)CC1 (stereo unspecified),?
COc1ccc2ccccc2c1/C=N/NC(=O)c1cccc([N+](=O)[O-])c1,6%
COc1ccc2c(c1)CC/C(=C\c1ccc(Br)o1)C2=O,?
CCOc1ccc(CNC(=O)C2CCCN(c3nn4cc(-c5ccc(F)cc5)nc4s3)C2)cc1 (stereo unspecified),-23%
CC1CCCN(CCCNC(=O)c2cc3c(s2)CN(C2CCCC2)C3)C1 (stereo unspecified),?

# Part of the list above in a different format:
Structure	KDM5B inhibitor
Cc1cc(=O)n(CC(=O)Nc2cccc(F)c2)c(N2CCc3ccccc3C2)n1	?
O=C(c1ccccn1)N1CCC2(CC1)C(=O)Nc1ccccc12	-1%[149 µM]
COc1ccc(C(=O)Nc2ccccc2SCc2cc(=O)c3cccc(C)c3[nH]2)cc1	4%
O=C(c1nccc2ccccc12)N1CCC(N2C(=O)C(OCC3CC3)C23CCCCC3)CC1 (stereo unspecified)	1%
O=C(NNC(=S)Nc1ccccc1)c1ccc(-c2ccccc2)cc1	13%
O=S(=O)(Cc1ccccc1)NCc1cccc(CNS(=O)(=O)Cc2ccccc2)c1	16%
CC(NC(=O)CCC(=O)Nc1ccccc1O)c1ccccc1 (stereo unspecified)	0%
CCS(=O)(=O)N1C[C@@H](Oc2cccnc2)C[C@H]1C(=O)N1CCOCC1	16%
CCCS(=O)(=O)N1CCCC1c1noc(COc2ccc(C)cc2)n1 (stereo unspecified)	-7%
CC(=O)N1CCC(C2CCN(Cc3ccc(C)cn3)C2)CC1 (stereo unspecified)	?
COc1ccc2ccccc2c1/C=N/NC(=O)c1cccc([N+](=O)[O-])c1	6%
COc1ccc2c(c1)CC/C(=C\c1ccc(Br)o1)C2=O	?
CCOc1ccc(CNC(=O)C2CCCN(c3nn4cc(-c5ccc(F)cc5)nc4s3)C2)cc1 (stereo unspecified)	-23%
CC1CCCN(CCCNC(=O)c2cc3c(s2)CN(C2CCCC2)C3)C1 (stereo unspecified)	?

# The results go on.
SMILES,KDM5B inhibitor
COc1ccc(CCNC(=O)CN(c2ccccc2OC)S(=O)(=O)c2ccc(C)cc2)cc1,-55%
COc1cccc(NC(=O)Cn2cc(C(=O)c3ccco3)c3ccccc32)c1,17%
COc1ccc2c(CC(=O)NC(Cc3ccc(Cl)cc3)C(=O)O)cc(=O)oc2c1C (stereo unspecified),?
COc1ccc(C2CC(=O)NC(SCC(=O)Nc3c(C)cccc3C)=C2C#N)cc1OC (stereo unspecified),-7%
O=C(CCc1ccccc1)N(Cc1ccco1)C1CC1,7%
O=C(c1ccccc1)c1ccc(C(=O)N2CCN(c3ccccc3)CC2)cc1,-4%
CCOC(=O)c1c(C)[nH]c(C)c1S(=O)(=O)N1CCC(C(=O)Nc2ccc(C)cn2)CC1,12%
CCc1c(C)sc2c1CCN(C(=O)Nc1ccccc1C(=O)OC)C2c1ccc(OC)cc1 (stereo unspecified),?
OCC1CN(C2CCC2)CC12CCN(Cc1cc(F)c(F)c(F)c1)CC2 (stereo unspecified),?
COc1ccc(C(C(=O)NC(C)(C)C)N(CCc2ccc(OC)c(OC)c2)C(=O)CCC(=O)Nc2cc(C)on2)cc1 (stereo unspecified),0%
COc1ccc(NC(=O)N2CCN(c3cc(-c4noc(C)n4)ccc3C)CC2)c(OC)c1,-17%
CN1[C@@H](CCC(=O)N2CCC(O)CC2)CNC(=O)[C@@H]2[C@H]1CCN2Cc1ccc(S(C)(=O)=O)cc1,-33%
CCn1c(C(=O)N2CCCC(C(=O)N3CCN(c4ccccc4)CC3)C2)cc2sccc21 (stereo unspecified),-17%
COc1cccc(-c2cc(C(=O)Nc3cc(OC)c(OC)c(OC)c3)on2)c1,?
O=C(Cc1cccc2ccccc12)Nc1c(F)cccc1F,37%[activator]
COC(=O)c1ccc(CNC(=O)c2cccc(CS(C)=O)c2)cc1 (stereo unspecified),13%
CC(=O)c1c(C)n(-c2ccccc2)c2ccc(O)cc12,5%
COc1ccc(CC(=O)NNS(=O)(=O)c2cccc([N+](=O)[O-])c2)cc1OC,23%
CN(CC(=O)N(C)c1ccccc1C(=O)NCc1ccco1)Cc1nc2ccccc2s1,-7%
C#CCN1CC(N(C)CCOC(=O)c2cc(C)cc(C)c2)CS1(=O)=O (stereo unspecified),26%
CC(C)(C)c1ccc(OC(=O)Nc2ccc(O)c(C(=O)O)c2)cc1,?
Cc1ccsc1CN1CCC2(CC1)CC(CC(=O)NCc1ccncc1)CCO2 (stereo unspecified),-14%
CCOC(=O)c1ccc(NC(=O)Cn2nc(C)n3cccc3c2=O)cc1,10%
COCC(=O)N1CC[C@@H](CC(=O)O)[C@@H](CCN2CCN(c3cccc(C(F)(F)F)c3)CC2)C1,-19%
C=CCNC(=O)CCc1c(C)nn(-c2ccccc2)c1Oc1ccc(F)cc1F,-30%
COc1ccc(NC(=O)C2CC(c3cc(OC)c(OC)c(OC)c3)=NO2)cc1OC (stereo unspecified),-4%
CN(C)CCN(C)C(=O)c1ccc2c(c1)NC(C)(CCCCc1ccccc1)CO2 (stereo unspecified),-28%[86.2 µM]
CCc1ccccc1NC(=O)Nc1ccc2snnc2c1,-7%
O=C(NNC(=S)Nc1ccc(Br)cc1)c1cccnc1,-15%
CC(=O)Nc1ccc(S(=O)(=O)NC[C@@H]2C=C(C)[C@H](CC(=O)O)C[C@H]2C(C)C)cc1,12%[86.2 µM]
Cc1ccc2c(c1)NC(=O)C2(O)C(F)(F)F (stereo unspecified),30%
